FBW7 activator: FBW7 E3 ligase activators, primary screen, biochemical, AlphaScreen, human | F-box/WD repeat-containing protein 7 (Homo sapiens), Q969H0 | normalized activity (activation), % at 26.1 µM | actives 0.13% (n = 650,000) | AlphaScreen FBW7–phospho-cyclin E peptide binding, activator screen | AID 1259310, 2017; in the data active = normalized activity above about 1.9%;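 also: purified mutant Fbw7 with reduced substrate affinity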
MITF inh: MITF inhibitors, primary screen, biochemical, AlphaScreen, human. Microphthalmia-associated transcription factor (Homo sapiens), O75030. AlphaScreen MITF homodimerization, bead proximity signal. inhibition, % at 2.6 µM. actives 0.91% (n = 650,000); in the data active = inhibition above about 50%;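 also: 0% = vehicle wells with protein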
Target sequence (O75030 whole entry, looked up): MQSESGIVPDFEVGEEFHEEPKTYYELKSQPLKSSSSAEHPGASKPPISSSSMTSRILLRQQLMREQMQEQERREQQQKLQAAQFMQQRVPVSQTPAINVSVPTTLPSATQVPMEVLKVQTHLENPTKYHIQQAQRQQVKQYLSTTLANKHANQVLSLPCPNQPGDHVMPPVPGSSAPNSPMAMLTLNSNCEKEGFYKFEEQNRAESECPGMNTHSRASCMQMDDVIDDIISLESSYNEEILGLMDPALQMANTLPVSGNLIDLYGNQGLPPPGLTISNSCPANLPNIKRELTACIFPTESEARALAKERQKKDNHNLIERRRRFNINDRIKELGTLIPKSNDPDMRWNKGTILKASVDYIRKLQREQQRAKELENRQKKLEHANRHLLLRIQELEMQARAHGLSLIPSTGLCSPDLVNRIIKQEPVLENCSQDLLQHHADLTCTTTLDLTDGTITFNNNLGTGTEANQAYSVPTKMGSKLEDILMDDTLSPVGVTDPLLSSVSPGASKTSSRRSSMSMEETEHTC
GPR151 ag: activators of human GPR151, primary screen, cell-based, PathHunter beta-arrestin, luminescence. G-protein coupled receptor 151 (Homo sapiens), Q8TDV0. PathHunter beta-arrestin GPR151 cells. activation, % at 11.2 µM. actives 1% (n = 650,000); in the data active = activation above about 4.9%;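 also: 0% = median of compound wells and 100% = cells with positive control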
Target sequence (Q8TDV0 whole entry, looked up): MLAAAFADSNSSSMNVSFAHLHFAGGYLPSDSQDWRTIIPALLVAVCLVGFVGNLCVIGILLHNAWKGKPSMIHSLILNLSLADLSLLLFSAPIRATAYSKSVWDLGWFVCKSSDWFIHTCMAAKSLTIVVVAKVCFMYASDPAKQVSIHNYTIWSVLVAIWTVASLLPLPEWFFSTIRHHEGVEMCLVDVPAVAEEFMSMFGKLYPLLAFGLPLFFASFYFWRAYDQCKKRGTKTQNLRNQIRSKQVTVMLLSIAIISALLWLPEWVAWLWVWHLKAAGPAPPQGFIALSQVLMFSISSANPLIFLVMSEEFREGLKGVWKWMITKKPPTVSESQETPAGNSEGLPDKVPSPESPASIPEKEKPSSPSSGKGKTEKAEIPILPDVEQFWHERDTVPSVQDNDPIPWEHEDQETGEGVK
TEAD-YAP block: TEAD-YAP interaction inhibition, primary screen, TEAD-YAP interaction inhibitor project, luminescence, HEK-TIYL cells. AID 1259422, 2018. inhibition, % at 9.12 µM. actives 1.4% (n = 640,000). TEAD-Gal4/YAP UAS-luciferase luminescence; in the data active = inhibition above about 32%;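 also: 0% = median of test compound wells and 100% = reference inhibitor wells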
* = called active by the depositor. Outcome played no part in choosing rows (roughly 3.5% active in at least one column).

SMILES	FBW7 activator	MITF inh	GPR151 ag	TEAD-YAP block
Cc1nc(N)cc(-c2ccc(NC(=O)C3COc4ccccc4O3)cc2C)n1 (stereo not drawn)	0.2	19	-0.5	-2
O=C(NC(Nc1ccccn1)C(Cl)(Cl)Cl)c1ccccc1Cl (stereo not drawn)	-0.1	1	-0.6	5
NC(=O)Cn1c(=O)n(Cc2ccccc2)c(=O)c2oc3ccccc3c21	-0.1	-6	0.9	-4
Cc1nn(-c2ccc(F)cc2)c(C)c1[C@@H]1C[C@H]2CN(C)C(=O)[C@]23CCCN13	0.0	0	0.5	3
Cc1ccc(CN2CCN(Cc3cccc(OCCO)c3)CC2CCO)o1 (stereo not drawn)	-0.1	0	0.7	6
CCOC(=O)c1sc(NC(=S)NC(=O)c2ccc([N+](=O)[O-])cc2)c(C(=O)OCC)c1C	0.0	2	1.2	-3
CC(=O)NC(C(=O)c1ccccc1)N1CCCCC1 (stereo not drawn)	-0.2	-7	2.1	-12
CSc1ccc(C2C3=C(CCCC3=O)Nc3ccc4ccccc4c32)cc1 (stereo not drawn)	0.1	7	3.2	-4
C/C(=N\NC(=O)Cc1cccs1)c1ccco1	0.0	18	0.3	-6
COc1cccc(C(=O)N(c2ccc(C(C)C)cc2)C2C=CS(=O)(=O)C2)c1 (stereo not drawn)	-0.2	-9	-0.7	8
COC(=O)c1cccc(NC(=O)CSc2n[nH]c(Cc3ccccc3)n2)c1	-0.1	-2	0.1	7
CC(C)CN(C)C(=O)C1CC(=O)c2sc(NC(=O)C3CCC3)nc2C1 (stereo not drawn)	0.1	10	0.8	-56
COc1cc(COCC(O)CN2CCC(Cc3ccccc3)CC2)cc(OC)c1OC (stereo not drawn)	0.0	5	0.2	3
Cc1nn(C)cc1C(=O)N1CCC(c2[nH]ncc2-c2ccncc2)CC1	0.0	21	0.2	6
CC(NC(=O)c1ccc(N2CCC(N3CCSCC3)CC2)cc1)c1ccccc1 (stereo not drawn)	0.1	11	-1.3	-1
Cn1c(=O)c2c(nc(NN)n2Cc2ccccc2Cl)n(C)c1=O	-0.4	-7	0.3	-5
COCCNC(=O)CCc1c(C)nc2cc(-c3cccc(F)c3)nn2c1C	0.6	1	0.3	6
Oc1ccccc1-c1nnc2n1CCCCC2	0.1	-11	1.1	9
Fc1ccc(-n2cc(CN3CCc4nnc(-c5ccccc5)n4CC3)cn2)cc1	0.0	22	1.0	1
COc1ccccc1-c1cc(C(=O)N2CCCCC2C)[nH]n1 (stereo not drawn)	0.1	12	-1.3	-2
CCCN1C(=O)c2[nH]nc(-c3ccccc3O)c2C1c1cccc(O)c1 (stereo not drawn)	0.1	13	-1.5	7
CCOc1ccccc1OCC(=O)NNC(=O)c1cc2ccccc2oc1=O	0.1	6	1.2	-10
O=C(CNC(=O)c1ccc(-c2ccccc2)cc1)OCC(=O)c1ccc2c(c1)OCCO2	-0.1	-3	-0.4	5
Cc1cc(=O)[nH]c(/N=C(\N)N2CCc3ccccc32)n1	0.1	-15	-0.4	-5
CN(CCc1ccccc1)C1CCCN(C(=O)c2cn3ccsc3n2)C1 (stereo not drawn)	-0.1	10	4.1	-7

Next section (4 carried over from the part before).
SMILES	FBW7 activator	MITF inh	GPR151 ag	TEAD-YAP block
CCOc1ccccc1OCC(=O)NNC(=O)c1cc2ccccc2oc1=O	0.1	6	1.2	-10
O=C(CNC(=O)c1ccc(-c2ccccc2)cc1)OCC(=O)c1ccc2c(c1)OCCO2	-0.1	-3	-0.4	5
Cc1cc(=O)[nH]c(/N=C(\N)N2CCc3ccccc32)n1	0.1	-15	-0.4	-5
CN(CCc1ccccc1)C1CCCN(C(=O)c2cn3ccsc3n2)C1 (stereo not drawn)	-0.1	10	4.1	-7
COc1ccccc1C(=O)NCc1nnc(SCC(=O)N2N=C(c3cccs3)CC2c2cccc(OC)c2OC)n1C (stereo not drawn)	0.0	-2	-1.7	12
C[C@H](O)[C@H]1NC(=O)[C@@H]2C[C@H](NC(=O)NCc3cccc(F)c3)CN2C1=O	-0.1	-4	0.0	-7
Cc1cc(Cl)ccc1NC(=O)NC1(C(F)(F)F)Oc2ccccc2O1	0.0	8	-0.7	-11
N#CC1=C(N)Oc2n[nH]c(-c3ccc(Cl)c(Cl)c3)c2C1c1cccc(C(F)(F)F)c1 (stereo not drawn)	-0.4	-7	1.0	1
COc1ccc(-n2c(=O)c3ccccc3n(CC(=O)N3CCCC3)c2=O)cc1	0.0	-15	-1.0	2
Cc1cccc(C)c1NC(=O)NC1(C(=O)N2CCOCC2)CCCCC1	-0.4	-7	-0.7	-6
Cc1oc2cc(OCC(=O)O)ccc2c(=O)c1-c1ccc2c(c1)OCCO2	0.0	0	0.4	-3
CCOc1ccc(N=C2SC(C(=O)Nc3cccc(C(=O)O)c3)CC(=O)N2CC)cc1 (stereo not drawn)	0.0	8	3.5	5
COC(=O)C1CC(=O)N(CCC(C)C)C12CCN(CCc1ccccc1)CC2 (stereo not drawn)	-0.1	1	0.1	1
Cn1c(=O)c(=O)n(C)c2cc(S(=O)(=O)CCC(=O)N3CCc4ccccc43)ccc21	0.0	1	0.2	1
Cc1cc(C)n2nc(C(=O)N/N=C/c3cc([N+](=O)[O-])ccc3O)nc2n1	-0.8	3	5.8*	2
CN1CCN(Cc2nnnn2Cc2ccc(F)cc2)CC1	-0.1	8	-1.4	8
COCC(=O)NC1CCN(S(=O)(=O)c2ccc(C(=O)O)cc2)CC1	0.1	-8	2.4	1
Nc1ccc(C(=O)Nc2ccc(O)cc2)cc1	0.1	6	-0.4	26
O=C(/C=C\c1ccc2c(c1)OCO2)Nc1c2c(nn1-c1ccc(Cl)cc1)CS(=O)(=O)C2	0.6	20	-0.6	4
Cc1cccc(NC(=O)c2cccc(C)c2N2CCC3(CC2)OCCO3)n1	-0.1	1	0.5	-3
CCCN1C(=O)CCc2cc(NC(=O)COc3cccc(OC)c3)ccc21	0.0	-3	-1.7	9
NS(=O)(=O)c1cc(C(=O)OCC(=O)c2ccccc2)c(Cl)cc1Cl	-0.3	3	-0.3	3
Cc1ccc2c(c1)CCCN2C(=O)Cc1cccs1	-0.2	1	2.2	-1
CCC(C)OC(=O)C1=C(C)NC2=C(C(=O)CC(C)(C)C2)C1c1ccccc1Br (stereo not drawn)	0.2	0	-1.5	1
N#Cc1c(NC(NC(=O)c2ccco2)C(=O)c2ccccc2)sc2c1CCCC2 (stereo not drawn)	0.2	25	0.7	-4
Cc1cc(NC(=O)c2ccc(Br)cc2)no1	1.5	15	1.5	-30
CC(=O)Nc1ccc(NS(=O)(=O)c2ccccc2)c2ccccc12	0.2	9	-1.7	4
CCCn1c(=O)c2c(c3ccccc31)OCC(=O)N2	0.2	10	-2.0	0
O=C(O)C1CCCCC1C(=O)NCc1ccncc1 (stereo not drawn)	0.0	14	-0.4	6

Look-ups from the results shown.
MITF inh with N#CC1=C(N)Oc2n[nH]c(-c3ccc(Cl)c(Cl)c3)c2C1c1cccc(C(F)(F)F)c1 (stereo not drawn) stands at -7
FBW7 activator with C[C@H](O)[C@H]1NC(=O)[C@@H]2C[C@H](NC(=O)NCc3cccc(F)c3)CN2C1=O stands at -0.1

Later entries.
SMILES	FBW7 activator	MITF inh	GPR151 ag	TEAD-YAP block
O=C(CSCC(=O)Nc1ccc2nc(SCC(=O)Nc3ccccc3)sc2c1)Nc1ccccc1	-0.1	5	-0.2	-3
CCCC(c1nnnn1CC1CCCO1)N1CCN(c2ccccc2F)CC1 (stereo not drawn)	0.2	1	0.5	4
COc1ccc(NC(=O)CSc2nc3c(oc4ccccc43)c(=O)n2CCC(C)C)cc1OC	0.1	0	0.9	-1
CC(C)(C)C1CCc2c(sc(NC(=O)c3ccc(F)cc3)c2C(=O)N2CCCC2)C1 (stereo not drawn)	0.0	5	1.4	-7
NC(C(=O)Nc1ccc(-c2cn[nH]c2)c(Cl)c1)c1ccc(Cl)cc1 (stereo not drawn)	0.1	7	-1.4	10
CSc1cccc(NC(=O)CN(C)c2nnc(N3CCCC3=O)s2)c1	-0.1	-7	-0.9	3
CCOC(=O)c1c(NC(=O)CSc2nnc(CNC(=O)Cc3ccccc3)n2Cc2ccccc2)sc2c1CCC2	0.1	0	0.8	3
CC(=O)Oc1ccc(/C=C(\C#N)C(=O)Nc2ccc([N+](=O)[O-])cc2)cc1Br	-0.2	1	-0.4	-4
Cc1nc2n(C)c3ccccc3n2c1C(=O)c1cccs1	0.0	6	-1.0	11
C=CCn1c(SCC(=O)Nc2ccc(C)cc2C)nnc1-c1cccnc1	0.1	-6	-1.0	-8
CC(C)CCNC(=O)c1cnc(N2CCCC2)nc1	-0.1	-7	-0.4	-16
COc1cc(OC)cc(C(=O)Nc2cc(C)nn2-c2ncnc3c2cnn3-c2cccc(C)c2C)c1	0.1	0	0.7	11
CCCCOC(=O)C1=C(C)NC(=O)NC1c1ccc(C)cc1 (stereo not drawn)	0.1	-7	1.1	-11
O=C(CCN1C(=O)c2ccccc2C1=O)NC12CC3CC(CC(C3)C1)C2	0.1	-3	0.6	2
Cc1cc(=O)[nH]c2nnc(SCCC(C)C)n12	0.5	7	-1.1	3
Cc1sc2nc(Cc3ccccc3)nc(N3CCCC3)c2c1C	-0.1	-2	-0.8	-6
O=C(N1CCC(c2ccccc2)CC1)C12CC3CC(CC(C3)C1)C2	0.0	-4	0.8	5
CC(NC(=O)c1c(O)c2c([nH]c1=O)CCCC2)c1ccccc1 (stereo not drawn)	-0.1	10	1.9	9
O=C(O)C1CC=CCC1C(=O)Nc1ccc(S(=O)(=O)Nc2nccs2)cc1 (stereo not drawn)	0.0	17	-0.6	1
O=C(C1CC12CCN(Cc1ccc3nsnc3c1)CC2)N1CCN(c2ccccc2)CC1 (stereo not drawn)	-0.1	-16	0.0	1
OC(CN(C1CCCCC1)C1CCCCC1)Cn1c2ccccc2c2ccccc21 (stereo not drawn)	0.0	6	0.6	13
CNc1ccc(/C=N/n2cnnc2)cc1[N+](=O)[O-]	0.1	12	0.1	7
CCN(CC)C(=O)Sc1cccc2cccnc12	0.0	15	1.5	3
O=C(NCC1CCCO1)c1ccc(NC(=O)C2CCCCC2C(=O)O)cc1 (stereo not drawn)	0.0	-8	-0.4	-6
CCc1nnc(NC(=O)c2csc3c2CCCC3)s1	-0.1	0	1.5	-17
The results go on:
SMILES	FBW7 activator	MITF inh	GPR151 ag	TEAD-YAP block
CCOC(=O)C1=CN(Cc2ccc(OC)c(OC)c2)C=C(C(=O)OCC)C1c1ccccc1OCc1ccccc1	0.6	8	0.4	4
CN1C(=O)C2(/C(=C(\O)c3ccccc3)C(=O)C(=O)N2CC2CCCO2)c2ccccc21 (stereo not drawn)	0.1	13	-1.2	12
COc1cc(CNC(C)(C)C)ccc1OCC(=O)NC(C)(C)C	0.1	7	0.0	5
CN(C)c1ccc(C(=C2C=CC(=[N+](C)C)C=C2)c2ccc(N(C)C)cc2)cc1	-0.9	92*	1.8	89*
Cc1ccc(NC(=O)COc2nc[nH]c(=O)c2[N+](=O)[O-])cc1	0.3	-16	-1.0	-2
CCc1n[nH]c(=S)n1/N=C/c1ccccc1F	0.3	15	-0.6	8
O=C(NN(c1ccccc1)c1ccccc1)c1cccc(C(=O)NN(c2ccccc2)c2ccccc2)c1	0.1	-5	-1.1	11
C/C(=N\Nc1nc2ccccc2o1)c1ccccn1	-0.9	55*	-1.8	-9
FC(F)(F)c1ccc(N/N=C/c2ccc[nH]2)nc1	-0.1	-1	1.0	-39
CCOC(=O)C(=O)Nc1sc(C(=O)Nc2cccc(Cl)c2)c(C)c1C(=O)OCC	0.0	9	0.1	-9
COc1cccc(C2=NN(S(C)(=O)=O)C(c3ccccc3O)C2)c1 (stereo not drawn)	0.1	10	-2.0	0
N/C(=N\OCc1cc2c(cc1Cl)OCO2)c1nonc1N	0.4	6	-0.4	-32
CCCCNC(=O)C1c2cc(OC)c(OC)cc2C(=O)N(C)C1c1ccc(OC)c(OC)c1 (stereo not drawn)	0.8	19	-1.2	5
CCCc1cc(C(=O)Nc2cnn(Cc3ccccc3C)c2)no1	0.0	-7	0.3	-34
COc1ccc(CCNc2oc(-c3ccccc3)nc2P(=O)(OC)OC)cc1	0.5	14	-1.1	7

Part of the list above, reduced to MITF inh:
Compound	MITF inh
COc1cc(CNC(C)(C)C)ccc1OCC(=O)NC(C)(C)C	7
CN(C)c1ccc(C(=C2C=CC(=[N+](C)C)C=C2)c2ccc(N(C)C)cc2)cc1	92*

Arranged by count of non-hydrogen atoms (rising): some entries from above
SMILES	FBW7 activator	MITF inh	GPR151 ag	TEAD-YAP block
C/C(=N\Nc1nc2ccccc2o1)c1ccccn1	-0.9	55*	-1.8	-9
N/C(=N\OCc1cc2c(cc1Cl)OCO2)c1nonc1N	0.4	6	-0.4	-32
Cc1ccc(NC(=O)COc2nc[nH]c(=O)c2[N+](=O)[O-])cc1	0.3	-16	-1.0	-2
COc1cccc(C2=NN(S(C)(=O)=O)C(c3ccccc3O)C2)c1 (stereo not drawn)	0.1	10	-2.0	0
CN(C)c1ccc(C(=C2C=CC(=[N+](C)C)C=C2)c2ccc(N(C)C)cc2)cc1	-0.9	92*	1.8	89*
